Pf Dd2 growth: blocks in vitro growth of P. falciparum Dd2. P. falciparum Dd2 growth, SYBR Green, 72 h. Potency, µM (titrated, usually from 28.9 µM), without a hit: at the top dose activity, negative = inhibition, actives largely listed as inhibitors. actives 4.3% (n = 120,000); active means well fitted inhibition curve with a large enough effect; inconclusive means small, poorly fitted or top-dose-only effect; inactive means no such curve, though single readings can be large or run the other way;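 further: plate controls were DMSO vehicle for no effect and reference drug for full effect; nearly all actives have a fitted effect of over 65% in size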
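Readout: SYBR Green fluorescence, 485 nm excitation, 535 nm emission, after ~16 h lysis at 37C. Before that, Dd2-infected red cells (2.5% hematocrit) grew 72 h with compound, 29 uM top final concentration.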
Numbers without * were called inactive; i = inactive; ? = inconclusive; [ ] = remark or other dose. Potency means the concentration at half of the fitted maximal effect. A portion of the library, so the mix of outcomes need not match the whole.

SMILES | Pf Dd2 growth
O=C1NC(=NC2CCCCC2)C2(CCCN([S+](=O)([O-])c3ccccc3)C2)N1c1cc(F)cc(F)c1 (stereo unspecified) | ?
CCC(=O)N1Cc2ccccc2CC2(CCCCN2C)C1 (stereo unspecified) | ?
Cn1nc2n(c1=O)CCC(NC(=O)c1n[nH]c3c1CC(C(C)(C)C)CC3)CC2 (stereo unspecified) | 1.3%
O=C(Nc1ccc2c(N3CCOCC3)ncnc2c1)c1cccc(Br)c1 | 0.891µM*
Cc1ccc(-n2nc(C(=O)NC(C)C)c(=O)n(C)c2=O)cc1 | 111.3%[activator][5.79 µM]
COC[C@@H]1CN(S(=O)(=O)c2cccc(C)c2)C[C@H]1c1ccncc1 | 25.0%
COCCNC(=O)[C@@H]1C[C@H](Oc2ccccc2)CN1C(=O)c1cc2ccc(OC)cc2[nH]1 | i
CCOCC(=O)N[C@@H]1CN(c2ccncn2)C[C@H]1CN(C)C | i
O=C(NCCCc1ccccc1)C1CN(c2ccc(Cl)cc2)C(=O)N1 (stereo unspecified) | -6.5%
COC[C@H]1CCCN1C(=O)C[C@@H]1O[C@H](CNS(=O)(=O)c2ccccc2)[C@@H](O)[C@H]1O | 1.8%[44.1 µM]
Cc1ccccc1C(=O)N1CCc2[nH]nc(C(=O)NCCCc3ccccc3)c2C1 | i
CCn1ncc(N2CCC(NC(=O)CC(C)(C)C)CC2)cc1=O | 16.7%
O=C(NC1CC1)c1cc(-c2ccccc2F)cc2c1OCCN2Cc1cccnc1 | ?
COc1ccc(C(=O)N2CCC3(CC2)Cc2ccccc2NC3=O)cc1 | -15.2%
CCc1c(-c2ccccc2)nc2ccccc2c1C(=O)NC(C)c1ccccc1 (stereo unspecified) | ?
CC(=O)Nc1ccc(NC(=O)Cn2c(=O)ccc3cc(S(=O)(=O)N4CCC(C)CC4)ccc32)cc1 | -0.3%
Cn1nccc1C(=O)NCCc1noc(-c2ccccc2)n1 | i
C[C@@H](NC(=O)C1CCCC1)c1onc(-c2cccnc2)c1C(=O)O | 11.2%[44.1 µM]
CC(C)CC(=O)N1CCC2(CC1)CC(Cc1cccc(F)c1)CCO2 (stereo unspecified) | -24.2%
COc1ccc(C(=O)N2CCc3ccc(C(=O)Nc4ccc5c(c4)OCCO5)cc32)cc1 | ?
CS(=O)(=O)N1CCCN(Cc2cn[nH]c2C(=O)O)CC1 | -1.4%
O=C(Cn1cccn1)N1CC[C@@H]2[C@@H](CCC(=O)N2CCc2cnc[nH]2)C1 | -17.2%
O=C(CN1C(=O)NC2(CCCCC2)C1=O)N1CCN(c2ccccc2)CC1 | 18.3%
COc1ccc(CNc2nc3c(c(=O)n(C)c(=O)n3C)n2Cc2ccccc2Cl)cc1 | 4.5%
CCCn1c(C)cnc1CC1CCN(C(=O)c2ccccn2)C1 (stereo unspecified) | 18.7%

Shown as a markdown table: two of the compounds above.
| SMILES | Pf Dd2 growth |
| --- | --- |
| COCCNC(=O)[C@@H]1C[C@H](Oc2ccccc2)CN1C(=O)c1cc2ccc(OC)cc2[nH]1 | i |
| COC[C@@H]1CN(S(=O)(=O)c2cccc(C)c2)C[C@H]1c1ccncc1 | 25.0% |

Continued.
SMILES | Pf Dd2 growth
CN(C)c1ccc(CN2Cc3[nH]cnc3C[C@H]2c2nc(-c3ccccc3)no2)cc1 | -14.5%[44.1 µM]
O=C(c1cnccn1)N1CCN2C(=O)N(C3CCOCC3)C[C@H]2C1 | 7.2%[44.1 µM]
COC(=O)C1=CN(CC(=O)Nc2cc(Cl)ccc2C)S(=O)(=O)N=C1C | 76.4%[activator]
O=C(C1CCCCC1)N1CCCC2(CN[S+](=O)([O-])c3cccnc3O2)C1 (stereo unspecified) | 11.7%
Cc1ccc(-n2nc(C)c([C@@H]3C=C[C@@H](NC(=O)NC4CCCCC4)C3)c2C)cc1Cl | -18.9%[44.1 µM]
CN1CCN(c2cc(=O)c3ccnc(-c4ccc([S+](C)(=O)[O-])cc4)c3o2)CC1 | i
Cn1nnc2c(N3CCN(c4ccccc4F)CC3)ncnc21 | 7.9%
CCOC(=O)Cc1c(C)nc2c(-c3ccc(Cl)cc3)c(C(F)(F)F)nn2c1C | i
Cc1ccc(Cl)cc1NC(=O)Cc1ccc(-n2c(C)nc3cccnc32)cc1 | 15.8%
CS(=O)(=O)N1CCC(C2CCN(C(=O)C3CC=CCC3)C2)CC1 (stereo unspecified) | 25.6%
N#Cc1cc(-n2ccnc2-c2cc3n(n2)CCCNC3)ccc1N1CCCC1 | ?
Cc1cc(C)c(NC(=O)Cn2c(=O)n(CC(=O)NCc3ccccc3Cl)c(=O)c3sccc32)c(C)c1 | ?
Cc1oc2c(c1C(=O)NC1CCCN(c3ncccn3)C1)C(=O)CCC2 (stereo unspecified) | -20.7%
CCc1ccc(NC(=O)CCCn2nc(C)c3c(C)n(-c4ccccc4)nc3c2=O)cc1 | i
COc1ncccc1Nc1cnc2ccc(N3CCOCC3)nn12 | i
CNC(=O)Nc1cccn2nc(-c3ccccc3)nc12 | i
O=C(c1ccoc1)N1CCN(c2cc(-c3ccc(Cl)cc3)[nH]n2)CC1 | -3.0%
Cc1nc2sccn2c1C(=O)NC1CC(c2nnc(CN(C)C)n2C)C1 (stereo unspecified) | -21.4%
CCOc1cc(CNC(=O)NC2COc3ccccc3C2)cc(OCC)c1OCC (stereo unspecified) | 4.8%
OCCN1CCN(c2ncnc3c2cnn3-c2cccc(Cl)c2)CC1 | i
CN(C)c1ccc(CNC(=O)CN2C(=O)CCn3nc(-c4cn(C)c5ccccc45)cc32)cc1 | i
CN(C)Cc1nc(C(=O)N2CCn3nc(CCC(=O)O)cc3C2)cs1 | -13.3%
Cc1cc(C)c(C(=O)N2CCCC(Nc3ccccc3)C2)cc1C (stereo unspecified) | -3.8%
CCOc1ccc(NC(=O)c2ccc3c(SCC(=O)O)c4c(nc3c2)CCC4)cc1 | -13.1%
CCCCc1nnc(SCc2cc(=O)c3cc(C(=O)OCC)ccc3[nH]2)n1C | 19.3%

A different layout for 3 compounds above.
SMILES,Pf Dd2 growth
O=C(c1cnccn1)N1CCN2C(=O)N(C3CCOCC3)C[C@H]2C1,7.2%[44.1 µM]
COC(=O)C1=CN(CC(=O)Nc2cc(Cl)ccc2C)S(=O)(=O)N=C1C,76.4%[activator]
O=C(C1CCCCC1)N1CCCC2(CN[S+](=O)([O-])c3cccnc3O2)C1 (stereo unspecified),11.7%

The listing continues:
SMILES | Pf Dd2 growth
Cc1noc(C)c1C(=O)N1Cc2ccccc2CC2(CCN(CC3CCNCC3)C2)C1 (stereo unspecified) | 2.7%
O=S(=O)(c1ccccc1)N1CCC(OC2CCN(Cc3cccnc3)CC2)CC1 | i
O=C(Nc1ccc2n(c1=O)C[C@H]1C[C@@H]2CN(C(=O)c2ccccn2)C1)c1ccccc1 | i
COC(=O)[C@H](NC(=O)[C@@H]1[C@@H](NC(=O)Nc2cccc(OC)c2)CCN1C(=O)C=C(C)C)C(C)C | i
CCn1cc(S(=O)(=O)c2ccc(OC)cc2)c(=O)c2cc(F)c(N3CCC(C)CC3)cc21 | ?
CC(C)NC(=O)N1CC2ON=C(C(=O)NCc3cccnc3)C2C1 (stereo unspecified) | -3.3%
CCOc1ccc(C(=O)N2CCC3(CC2)N=C(c2ccc(C)cc2)NO3)cc1 | -3.6%
COc1ccc(Cl)cc1NC(=O)c1cnc(SC)nc1-c1ccccc1 | 7.6%
O=C(CN1CCCC(c2ccccc2)(c2ccccc2)C1)N1CCOCC1 | -14.4%
CCOc1ccc(NC(=O)Cn2c(=O)n(Cc3ccc4c(c3)OCO4)c(=O)c3ccc(C(=O)NC4CCCCC4)cc32)cc1 | ?
CCc1noc([C@@H]2CC(F)(F)CN2C(=O)Cc2ccncc2)n1 | 14.9%
Cc1cc(C)c(Cn2c(=O)n(-c3ccccc3Cl)c(=O)c3c(C)c(C(=O)N(C)C)sc32)c(C)c1 | i
O=C(Nc1ccccc1)N1CCC(Oc2ccccc2)C1 (stereo unspecified) | -0.3%
CC[C@@]1(O)CCN(C(=O)c2ccccc2OC(F)(F)C(F)F)C[C@H]1O | 9.5%
Cc1ccc(NC(=O)C(=O)NCC(c2cccnc2)N2CCN(C)CC2)cc1C (stereo unspecified) | 1.2%
Cc1nc2c(c(-c3ccc(Cl)cc3)n1)CCN([S+](=O)([O-])c1cccc(C(F)(F)F)c1)CC2 | -10.8%
Cc1ccc(F)cc1NC(=O)Cn1c(=O)nc(-c2ccccc2F)c2cc(Cl)ccc21 | 13.7%
Cc1ccc(C)c(C(=O)N[C@@H]2CN(Cc3ccccn3)C[C@H]2CN(C)C)c1 | 7.8%
COc1cc(OC)c(N(C)C(=O)Nc2cn(CC(C)C)c(=O)c3ccccc23)cc1Cl | ?
O=C(c1cc(CN2CCC(Cc3ccccc3)CC2)on1)N1CCN2CCCC2C1 (stereo unspecified) | -27.5%
CCSc1nnnn1-c1cccc(C(=O)O)c1 | 43.7%[activator]
CCn1cc(S(=O)(=O)N2CCCC2c2nncn2Cc2ccncc2)cn1 (stereo unspecified) | 0.2%
Cc1cnc(C(=O)NC2C[C@H]3CC[C@@H](C2)N3C(=O)c2cccs2)cn1 (stereo partly specified) | -20.4%
COc1ccc(CN2CCC(c3nn(Cc4ccccc4)c(=O)[nH]3)CC2)cc1 | -5.9%
O=C(CCC1CCCC1)N1CCCC(c2noc(COc3ccccc3)n2)C1 (stereo unspecified) | ?

Molecules above that have a CF3 group, in the order listed:
SMILES | Pf Dd2 growth
CCOC(=O)Cc1c(C)nc2c(-c3ccc(Cl)cc3)c(C(F)(F)F)nn2c1C | i
Cc1nc2c(c(-c3ccc(Cl)cc3)n1)CCN([S+](=O)([O-])c1cccc(C(F)(F)F)c1)CC2 | -10.8%

Going on with the list.
SMILES | Pf Dd2 growth
COc1ccc(-n2c(/C=C/c3cccc(C(F)(F)F)c3)nc3ccccc3c2=O)cc1Cl | i
CSCC(=O)N[C@H]1CN(Cc2cn(CCO)nc2C)C[C@@H]1C1CC1 | 1.1%
CC(C)N1C[C@H](O)C[C@H]1c1nnc2n1CCN(C(=O)CN1CCCC1=O)CC2 | 11.2%
COc1ccc(N2CCN(c3csc4ccc(Cl)cc4c3=O)CC2)cc1 | -0.2%
Cc1ccc(S(=O)(=O)N2CCCN(C)c3ccccc32)cc1Cl | ?
Cc1ccn(CC(=O)N2C[C@@H](CO)[C@H](c3ccccn3)C2)n1 | -29.4%
COCC(=O)NC[C@H]1CCN(Cc2cccc(C#N)c2)C[C@H]1N(C)C | -14.2%
O=C(c1cc(F)ccc1F)N1CC(Oc2ccc(-c3nc(-c4ccccc4)no3)cc2)C1 | 10.2%[5.79 µM]
COc1cc(-c2cc(C)c3cccc(OC)c3n2)cc2c1OCCN(C(=O)CCN)C2 | ?
Cc1ccccc1-c1ccc2n(c1=O)C[C@H]1C[C@@H]2CN(Cc2cccs2)C1 | i
CN(C)Cc1ccccc1-c1ccc2n(c1=O)C[C@H]1C[C@@H]2CN(C(=O)c2ccco2)C1 | -10.4%[44.1 µM]
O=C(C1CCCO1)N1CCC(N(Cc2ccccc2)C2CCOCC2)CC1 (stereo unspecified) | i
CC1=C(C(=O)Nc2ccccc2)C(c2ccc[nH]2)n2ncnc2N1 (stereo unspecified) | -4.7%
COc1ccc(Nc2n[nH]c(C(O)c3cccc(C(F)(F)F)c3)n2)cn1 (stereo unspecified) | 1.8%[44.1 µM]
COCCC(=O)N[C@@H]1CN(Cc2ccccc2)C[C@H]1CN(C)C | -0.9%
CC(C)c1csc(CN2CCN(c3ncccc3C#N)CC2)n1 | -14.1%
Cn1nccc1CN1CC(Oc2ccc3c(c2)OCO3)C1 | -5.9%[44.1 µM]
Cc1ncc2c(n1)C[C@@H]1CC[C@H]2N1C(=O)c1nn(C)c2ccccc12 | ?
Cc1nn(C)c2nc(NCCCOC3CCCC3)sc12 | ?
CC(NC(=O)c1ccc2c(c1)N(Cc1ccc(Cl)cc1)C(=O)c1ccccc1S2=O)c1ccccc1 (stereo unspecified) | ?
Cc1cccc(C(=O)N2CCN(C(=O)c3nnn4c3COC(c3ccc(F)cc3)C4)CC2)c1 (stereo unspecified) | ?
CCN1c2cc(C(=O)NCc3cccc(C)c3)ccc2C(=O)N2CCCCCC21 (stereo unspecified) | ?
O=C([C@@H]1C[C@H](Oc2ccccc2)CN1C(=O)CN1CCCCCC1)N1CCOCC1 | ?
CS(=O)(=O)N(CC(=O)NCCSc1ccccc1)c1cc(C(F)(F)F)ccc1Cl | 8.4%
CCOC(=O)COc1ccc(C)cc1C(=O)c1ccn2nc(-c3ccc(Cl)cc3)cc2n1 | i

A second format for part of the listing above.
SMILES	Pf Dd2 growth
COc1cc(-c2cc(C)c3cccc(OC)c3n2)cc2c1OCCN(C(=O)CCN)C2	?
Cc1ccccc1-c1ccc2n(c1=O)C[C@H]1C[C@@H]2CN(Cc2cccs2)C1	i
CN(C)Cc1ccccc1-c1ccc2n(c1=O)C[C@H]1C[C@@H]2CN(C(=O)c2ccco2)C1	-10.4%[44.1 µM]
O=C(C1CCCO1)N1CCC(N(Cc2ccccc2)C2CCOCC2)CC1 (stereo unspecified)	i
CC1=C(C(=O)Nc2ccccc2)C(c2ccc[nH]2)n2ncnc2N1 (stereo unspecified)	-4.7%
COc1ccc(Nc2n[nH]c(C(O)c3cccc(C(F)(F)F)c3)n2)cn1 (stereo unspecified)	1.8%[44.1 µM]

Continued.
SMILES | Pf Dd2 growth
Cc1cc(CN2C[C@@H](COCC3CC3)[C@H](c3ccccn3)C2)n(C)n1 | ?
C[C@@H](NC(=O)c1ccccn1)c1c(-c2ccc(F)cc2)noc1C(=O)O | i
O=C(Nc1cccc(Cl)c1)c1cc(-c2ccccc2)on1 | 6.7%
Cc1ccc(Cl)cc1-n1ncc2c(N3CCCCCC3)ncnc21 | 17.5%
CCc1nc(-c2c3n(c(=O)n(Cc4ccc(F)c(F)c4)c2=O)CCCCC3)no1 | ?
Cc1cccc(C(=O)Nc2nnc(S(=O)(=O)N(C)Cc3ccc(Cl)cc3)s2)c1 | 21.8%
O=C(Nc1nnc2n1CCS2)c1ccc(F)cc1F | 3.6%
COc1ccc(-c2nnc(SCC(=O)Nc3cccc(F)c3)s2)cc1 | 394.5%[activator][5.79 µM]

Source: PubChem BioAssay
